Compound activity (PubChem)
CIT2-GFP yeast: yeast TOR pathway CIT2-GFP modulation. actives 0.065% (n = 320,000). S. cerevisiae CIT2-GFP strain, flow cytometry, 3 h; 100 means same as DMSO wells. GFP response vs DMSO, % at 10 µM;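 active means GFP response relative to DMSO above a set limit, near the screen mean plus 3 SD, cut at about 150% in these data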;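 further: ratio of well median GFP fluorescence to mean of DMSO wells on the plate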
LAP4 TOR yeast: yeast TOR pathway LAP4-GFP modulation | GFP response vs DMSO, % at 10 µM | S. cerevisiae LAP4-GFP multiplex, flow cytometry GFP, 3 h; median GFP as percent of DMSO wells | actives 0.34% (n = 320,000);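 active means GFP response vs DMSO above a set limit, about the screen mean plus 3 SD, cut at about 150% in these data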
AGP1 TOR yeast: modulators of TOR pathway AGP1-GFP in S. cerevisiae; actives 0.02% (n = 320,000); AID 2066; S. cerevisiae AGP1-GFP multiplex flow cytometry, 3 h; GFP as percent of DMSO wells; GFP response vs DMSO, % at 10 µM;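 active means GFP response relative to DMSO above a set limit, near screen average plus 3 SD, cut at about 150% in these data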;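 further: median GFP channel fluorescence of the gated AGP1 strain per well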
JMJD2C inh: blocks human GASC-1 demethylase activity; Q9H3R0; GST-JMJD2C(1-420) H3K9me3 demethylation, DELFIA europium; inhibition, % at 2.35 µM; actives 0.069% (n = 330,000); AID 2099;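 active means more than half of a compound's replicate wells show inhibition beyond 50%, single wells judged on their own value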;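 further: signal counts dimethyl H3K9 product captured on neutravidin plate; 0% = median of DMSO wells and 100% = 0.3 times that DMSO median; strong numbers were not always called active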
VLA-4 inh: inhibition in a human VLA-4 binding assay; AID 2557; P13612; VLA-4 expressing cells, ligand binding flow cytometry; actives 0.2% (n = 330,000); inhibition, % (about 7 µM as worked out from the volumes in the protocol); in the data active means inhibition above about 50%
RPL19A TOR yeast: yeast TOR pathway RPL19A-GFP modulation; S. cerevisiae RPL19A-GFP strain, flow cytometry, 3 h; stronger effect = lower value; actives 0.3% (n = 330,000); percent response vs DMSO, % at 10 µM;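 active means percent response vs DMSO below 50%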;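 further: median channel GFP fluorescence of the barcoded RPL19A-GFP strain; ratio of sample median GFP to plate DMSO average so 100% = DMSO; lower means less RPL19A-GFP as with rapamycin TOR inhibition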
GRK2 aptamer HTS: inhibitors of human GRK2 displacing RNA aptamer | P25098 | bead flow cytometry, FAM-aptamer displacement from GRK2 | actives 0.59% (n = 330,000) | inhibition of aptamer binding, % at 10 µM | AID 488847;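 active means inhibition of aptamer binding above 40%, roughly 3 SD of noise, on plates passing a quality check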;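 further: median bead fluorescence of bound FAM aptamer so fluorescent compounds give negative values; no value below 0 was filed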
Target sequence (P25098 whole entry, looked up): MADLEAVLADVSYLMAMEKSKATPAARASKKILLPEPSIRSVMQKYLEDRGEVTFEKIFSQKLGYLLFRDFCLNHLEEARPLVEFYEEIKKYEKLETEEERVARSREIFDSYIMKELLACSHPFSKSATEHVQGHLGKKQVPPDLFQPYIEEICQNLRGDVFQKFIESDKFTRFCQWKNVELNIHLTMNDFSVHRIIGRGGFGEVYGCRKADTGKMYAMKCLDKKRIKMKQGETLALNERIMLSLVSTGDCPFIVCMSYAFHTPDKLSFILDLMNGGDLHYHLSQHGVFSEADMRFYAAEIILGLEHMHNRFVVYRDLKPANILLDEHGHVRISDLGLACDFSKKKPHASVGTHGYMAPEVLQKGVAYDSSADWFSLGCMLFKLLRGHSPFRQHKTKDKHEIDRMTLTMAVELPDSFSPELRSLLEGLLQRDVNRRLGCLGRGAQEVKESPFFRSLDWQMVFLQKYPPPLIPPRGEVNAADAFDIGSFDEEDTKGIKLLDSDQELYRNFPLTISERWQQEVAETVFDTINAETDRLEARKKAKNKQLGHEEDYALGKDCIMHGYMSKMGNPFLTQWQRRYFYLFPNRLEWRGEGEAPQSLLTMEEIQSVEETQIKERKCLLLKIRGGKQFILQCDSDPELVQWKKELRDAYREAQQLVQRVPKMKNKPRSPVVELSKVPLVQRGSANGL
MEP2-GFP yeast: yeast TOR pathway MEP2-GFP modulation; S. cerevisiae MEP2-GFP strain, flow cytometry GFP, 3 h; 100% = DMSO control level; GFP response vs DMSO, % at 10 µM; actives 0.51% (n = 330,000);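 active means GFP response versus DMSO above a set limit, roughly screen mean plus 3 SD, cut at about 180% in these data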;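 further: median GFP fluorescence of the barcode-gated MEP2-GFP cells per well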
Starred values were filed as active, the others as inactive.

What do the screens show for `COc1ccc(C(CNC(=O)c2cccc(S(=O)(=O)Nc3ccccc3OC)c2)N2CCCC2)cc1` (stereo not drawn)?
CIT2-GFP yeast: 94; LAP4 TOR yeast: 105; AGP1 TOR yeast: 104; JMJD2C inh: -3; VLA-4 inh: 8; RPL19A TOR yeast: 98; GRK2 aptamer HTS: 0; MEP2-GFP yeast: 99

What do the screens show for `COc1ccc(CCC(=O)Nc2cc3c4c(c2)CC(=O)N4CCC3)cc1`?
CIT2-GFP yeast: 99; LAP4 TOR yeast: 92; AGP1 TOR yeast: 96; JMJD2C inh: -3; VLA-4 inh: -9; RPL19A TOR yeast: 91; GRK2 aptamer HTS: 3; MEP2-GFP yeast: 94

Results for CC[C@@H]1CCCCc2ccccc2[C@H](C(=O)C[C@H](O)CC(C)=O)OC1=O ?
CIT2-GFP yeast: 94; LAP4 TOR yeast: 94; AGP1 TOR yeast: 95; JMJD2C inh: 12; VLA-4 inh: -7; RPL19A TOR yeast: 91; GRK2 aptamer HTS: 1; MEP2-GFP yeast: 90

Results for COc1ccc(OCC(O)Cn2c(Nc3ccccc3)nc3c2c(=O)n(C)c(=O)n3C)cc1 (stereo not drawn) ?
CIT2-GFP yeast: 95; LAP4 TOR yeast: 99; AGP1 TOR yeast: 103; JMJD2C inh: -25; VLA-4 inh: -1; RPL19A TOR yeast: 100; GRK2 aptamer HTS: 2; MEP2-GFP yeast: 98

What do the screens show for `CCC(C)NC(=S)N1CCN(Cc2ccc3c(c2)OCO3)CC1` (stereo not drawn)?
CIT2-GFP yeast: 102; LAP4 TOR yeast: 111; AGP1 TOR yeast: 106; JMJD2C inh: -3; VLA-4 inh: 6; RPL19A TOR yeast: 105; GRK2 aptamer HTS: 2; MEP2-GFP yeast: 102

How did COc1cc(/C=C(/C#N)C(=O)Nc2ccccc2)ccc1OCc1ccc(C(=O)O)cc1 do in these assays?
CIT2-GFP yeast: 109; LAP4 TOR yeast: 96; AGP1 TOR yeast: 85; JMJD2C inh: 8; VLA-4 inh: 42; RPL19A TOR yeast: 101; GRK2 aptamer HTS: 2; MEP2-GFP yeast: 109

How did O=C1NN(c2ccc(F)cc2)C(=O)/C1=C\C=C\c1ccco1 do in these assays?
CIT2-GFP yeast: 95; LAP4 TOR yeast: 93; AGP1 TOR yeast: 94; JMJD2C inh: -14; VLA-4 inh: 12; RPL19A TOR yeast: 102; GRK2 aptamer HTS: 3; MEP2-GFP yeast: 101

Results for COCCN=c1scc(-c2ccco2)n1/N=C/c1ccc(O)c(O)c1O ?
CIT2-GFP yeast: 81; LAP4 TOR yeast: 112; AGP1 TOR yeast: 94; VLA-4 inh: -10; RPL19A TOR yeast: 89; GRK2 aptamer HTS: 12; MEP2-GFP yeast: 105

How did Cc1ccc(NC(=S)NC(=O)c2ccc(-c3ccc(Cl)cc3)o2)c(O)c1 do in these assays?
CIT2-GFP yeast: 104; LAP4 TOR yeast: 97; AGP1 TOR yeast: 104; JMJD2C inh: -13; VLA-4 inh: 2; RPL19A TOR yeast: 106; GRK2 aptamer HTS: 1; MEP2-GFP yeast: 104

How did Cc1ccc(C)c(NC(=O)COC(=O)c2ccc3c(c2)OCO3)c1 do in these assays?
CIT2-GFP yeast: 102; LAP4 TOR yeast: 91; AGP1 TOR yeast: 99; JMJD2C inh: 26; VLA-4 inh: -5; RPL19A TOR yeast: 104; GRK2 aptamer HTS: 0; MEP2-GFP yeast: 103

Results for O=C(NCc1ccncc1)C(=O)C1C(=O)Nc2ccccc21 (stereo not drawn) ?
CIT2-GFP yeast: 93; LAP4 TOR yeast: 101; AGP1 TOR yeast: 98; JMJD2C inh: 5; VLA-4 inh: 2; RPL19A TOR yeast: 105; GRK2 aptamer HTS: 0; MEP2-GFP yeast: 107

Results for O=C(N/N=C/c1cc([N+](=O)[O-])cc(Br)c1O)C12CC3CCC(CC(C3)C1)C2 ?
CIT2-GFP yeast: 93; LAP4 TOR yeast: 106; AGP1 TOR yeast: 103; JMJD2C inh: 13; VLA-4 inh: 9; RPL19A TOR yeast: 101; GRK2 aptamer HTS: 0; MEP2-GFP yeast: 99

How did Cc1cc(C)n(S(=O)(=O)c2cc(Cl)ccc2Cl)n1 do in these assays?
CIT2-GFP yeast: 109; LAP4 TOR yeast: 98; AGP1 TOR yeast: 105; JMJD2C inh: -4; VLA-4 inh: -2; RPL19A TOR yeast: 104; GRK2 aptamer HTS: 3; MEP2-GFP yeast: 102

Results for CCOc1ccc(/C=C2/Sc3ccc(C(=O)N4CCN(C(=O)c5ccco5)CC4)cc3N(C)C2=O)cc1OC ?
CIT2-GFP yeast: 97; LAP4 TOR yeast: 103; AGP1 TOR yeast: 109; JMJD2C inh: 9; VLA-4 inh: 9; RPL19A TOR yeast: 100; GRK2 aptamer HTS: 0; MEP2-GFP yeast: 109

How did O=C(OC(C(=O)NCc1ccc(F)cc1)c1ccccc1)c1ccco1 (stereo not drawn) do in these assays?
CIT2-GFP yeast: 92; LAP4 TOR yeast: 98; AGP1 TOR yeast: 98; JMJD2C inh: 2; VLA-4 inh: 0; RPL19A TOR yeast: 97; GRK2 aptamer HTS: 0; MEP2-GFP yeast: 104

What do the screens show for `CCCN(CCC)S(=O)(=O)c1ccc(C(=O)Nc2cc3oc4ccccc4c3cc2OC)cc1`?
CIT2-GFP yeast: 97; LAP4 TOR yeast: 105; AGP1 TOR yeast: 101; JMJD2C inh: 3; VLA-4 inh: 18; RPL19A TOR yeast: 104; GRK2 aptamer HTS: 0; MEP2-GFP yeast: 104

What do the screens show for `CCn1c(Cn2nnc(-c3ccccc3)n2)nnc1SCC(=O)Nc1ccc(N(C)C)cc1`?
CIT2-GFP yeast: 96; LAP4 TOR yeast: 98; AGP1 TOR yeast: 102; JMJD2C inh: 7; VLA-4 inh: 8; RPL19A TOR yeast: 99; GRK2 aptamer HTS: 2; MEP2-GFP yeast: 104

How did O=C(Nc1cccnc1)c1cc(Cl)ccc1Cl do in these assays?
CIT2-GFP yeast: 91; LAP4 TOR yeast: 86; AGP1 TOR yeast: 100; JMJD2C inh: -2; VLA-4 inh: 0; RPL19A TOR yeast: 98; GRK2 aptamer HTS: 0; MEP2-GFP yeast: 94

What do the screens show for `CC(C)n1cc(CN2CCN(C)C(CCO)C2)c2ccccc21` (stereo not drawn)?
CIT2-GFP yeast: 108; LAP4 TOR yeast: 91; AGP1 TOR yeast: 100; JMJD2C inh: -28; VLA-4 inh: -19; RPL19A TOR yeast: 101; GRK2 aptamer HTS: 1; MEP2-GFP yeast: 97

What do the screens show for `O=C(Nc1nc2ccccc2n1CCN1CCCCC1)c1ccc(Cl)cc1`?
CIT2-GFP yeast: 93; LAP4 TOR yeast: 103; AGP1 TOR yeast: 107; JMJD2C inh: 3; VLA-4 inh: 18; RPL19A TOR yeast: 99; GRK2 aptamer HTS: 0; MEP2-GFP yeast: 100

Results for Cc1cc(C(=O)NCc2cccnc2)cs1 ?
CIT2-GFP yeast: 97; LAP4 TOR yeast: 96; AGP1 TOR yeast: 96; JMJD2C inh: -12; VLA-4 inh: -1; RPL19A TOR yeast: 97; GRK2 aptamer HTS: 0; MEP2-GFP yeast: 101

Results for CCOc1nnc(C)c2c(C)n(-c3ccc(Cl)cc3)nc12 ?
CIT2-GFP yeast: 102; LAP4 TOR yeast: 104; AGP1 TOR yeast: 96; JMJD2C inh: 6; VLA-4 inh: 2; RPL19A TOR yeast: 98; GRK2 aptamer HTS: 1; MEP2-GFP yeast: 111

Results for CCc1nnc(NC(=O)c2ccc(C)o2)s1 ?
CIT2-GFP yeast: 97; LAP4 TOR yeast: 72; AGP1 TOR yeast: 89; JMJD2C inh: -15; VLA-4 inh: 3; RPL19A TOR yeast: 107; GRK2 aptamer HTS: 1; MEP2-GFP yeast: 100

How did CNS(=O)(=O)c1cccc(C(=O)OCc2cc(=O)oc3c(C)c(O)ccc23)c1 do in these assays?
CIT2-GFP yeast: 102; LAP4 TOR yeast: 101; AGP1 TOR yeast: 98; JMJD2C inh: -4; VLA-4 inh: -1; RPL19A TOR yeast: 101; GRK2 aptamer HTS: 5; MEP2-GFP yeast: 106

Results for COc1ccc(C(C(=O)NC2CCCCC2)N(C(=O)c2ccco2)c2ccccc2C(C)=O)cc1OC (stereo not drawn) ?
CIT2-GFP yeast: 104; LAP4 TOR yeast: 98; AGP1 TOR yeast: 102; JMJD2C inh: 1; VLA-4 inh: -4; RPL19A TOR yeast: 110; GRK2 aptamer HTS: 2; MEP2-GFP yeast: 113

What do the screens show for `COc1ccc(/C=C(/C(=O)Nc2ccccc2C(=O)N2CCCC2)c2ccccc2)cc1`?
CIT2-GFP yeast: 99; LAP4 TOR yeast: 99; AGP1 TOR yeast: 102; JMJD2C inh: 6; VLA-4 inh: 9; RPL19A TOR yeast: 98; GRK2 aptamer HTS: 4; MEP2-GFP yeast: 96

Results for CCOC(=O)C1(Cc2ccc(Cl)cc2)CCN(C(=O)c2cnc(C)cn2)CC1 ?
CIT2-GFP yeast: 84; LAP4 TOR yeast: 92; AGP1 TOR yeast: 110; JMJD2C inh: -8; VLA-4 inh: 10; RPL19A TOR yeast: 102; GRK2 aptamer HTS: 0; MEP2-GFP yeast: 101

What do the screens show for `Cc1ccc(S(=O)(=O)Nc2ccccc2CNc2c(C)n(C)n(-c3ccccc3)c2=O)cc1`?
CIT2-GFP yeast: 91; LAP4 TOR yeast: 93; AGP1 TOR yeast: 100; JMJD2C inh: -25; VLA-4 inh: 1; RPL19A TOR yeast: 99; GRK2 aptamer HTS: 1; MEP2-GFP yeast: 96

How did CC1(C)OC(=O)CC1C(=O)NCc1ccccc1 (stereo not drawn) do in these assays?
CIT2-GFP yeast: 85; LAP4 TOR yeast: 93; AGP1 TOR yeast: 93; JMJD2C inh: -7; VLA-4 inh: 5; RPL19A TOR yeast: 95; GRK2 aptamer HTS: 2; MEP2-GFP yeast: 93

Results for COc1cc(NC(=O)CSc2ccc(-c3ccco3)nn2)cc(OC)c1 ?
CIT2-GFP yeast: 86; LAP4 TOR yeast: 82; AGP1 TOR yeast: 84; JMJD2C inh: -1; VLA-4 inh: -1; RPL19A TOR yeast: 99; GRK2 aptamer HTS: 2; MEP2-GFP yeast: 89

How did Cc1ccc(Nc2nc(N)c([N+](=O)[O-])c(NCc3ccccc3)n2)cc1 do in these assays?
CIT2-GFP yeast: 104; LAP4 TOR yeast: 105; AGP1 TOR yeast: 101; JMJD2C inh: -1; VLA-4 inh: -1; RPL19A TOR yeast: 99; GRK2 aptamer HTS: 1; MEP2-GFP yeast: 88

What do the screens show for `COC(=O)c1ccc2c(=O)n(Cc3ccc4c(c3)OCO4)c(=S)[nH]c2c1`?
CIT2-GFP yeast: 106; LAP4 TOR yeast: 108; AGP1 TOR yeast: 109; JMJD2C inh: -6; VLA-4 inh: 4; RPL19A TOR yeast: 94; GRK2 aptamer HTS: 9; MEP2-GFP yeast: 98

Compounds were not picked by outcome; 1.7% or so of the library scored in one or more.
